PI4K2A block = PI4K2A (human) kinase inhibition | Q9BTU6 | activity change, negative = inhibition, % at 76.9 µM | purified PI4K2A, ADP-Glo luminescence, 1 h; hits give low values | hit rate 0.13% among 420,000; in the data active = activity change below about -50%; inconclusive = mostly about -30% to -49%;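 note: -100% = wells without enzyme as full effect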
Target sequence (Q9BTU6 whole entry, looked up): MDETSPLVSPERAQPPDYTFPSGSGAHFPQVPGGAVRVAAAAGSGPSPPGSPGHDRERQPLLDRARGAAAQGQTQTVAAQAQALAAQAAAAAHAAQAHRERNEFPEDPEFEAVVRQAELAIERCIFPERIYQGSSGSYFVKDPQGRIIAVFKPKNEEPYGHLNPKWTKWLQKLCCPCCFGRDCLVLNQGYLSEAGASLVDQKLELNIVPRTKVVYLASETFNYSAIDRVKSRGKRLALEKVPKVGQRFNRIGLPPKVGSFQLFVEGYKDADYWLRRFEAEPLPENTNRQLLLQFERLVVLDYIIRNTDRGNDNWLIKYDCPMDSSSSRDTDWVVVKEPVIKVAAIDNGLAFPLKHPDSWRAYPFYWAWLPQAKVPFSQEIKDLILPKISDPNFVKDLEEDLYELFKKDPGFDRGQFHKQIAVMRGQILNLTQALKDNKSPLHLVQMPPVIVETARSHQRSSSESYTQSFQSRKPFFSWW
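In this quantitative HTS, ADP production by PI4K2A was quantified luminescently after 1 h at ambient temperature; 100 microM adenosine served as plate-quality control.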
G9a inh = blocks human histone lysine methyltransferase G9a; G9a H3K9 monomethylation, AlphaScreen, 2 h; Potency, µM (titrated, usually from 102 µM), for the others: at the highest dose activity, negative = inhibition, hits mostly inhibitors; hit rate 8.8% among 350,000; AID 504332; note: potency is the fitted concentration of half-maximal effect; % is set by controls: 0 for no effect and ±100 for the full control effect; nearly all actives have a fitted effect of over 75% in size
Target sequence (Q96KQ7 913-1193 limits assumed): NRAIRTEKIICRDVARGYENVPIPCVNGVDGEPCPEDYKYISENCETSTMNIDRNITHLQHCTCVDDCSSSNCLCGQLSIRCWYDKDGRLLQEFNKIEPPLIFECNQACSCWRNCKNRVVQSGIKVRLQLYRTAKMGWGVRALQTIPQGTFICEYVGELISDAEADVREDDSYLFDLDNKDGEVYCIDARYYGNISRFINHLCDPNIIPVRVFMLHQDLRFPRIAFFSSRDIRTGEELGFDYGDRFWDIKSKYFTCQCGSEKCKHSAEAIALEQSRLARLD
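Compounds were preincubated with 20 nM G9a for 15 min, after which biotinylated H3K9 peptide (500 nM) and SAM (20 uM) started a 2 h room-temperature reaction. Monomethylated product was quantified by antibody-based AlphaScreen chemiluminescence.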
ERG-DNA inh = inhibitors of human ERG Ets domain-DNA interaction; Potency, µM (series often up to 76.9 µM), inactives show at the highest dose FP activity, negative = inhibition, usual class: inhibitors; hit rate 0.028% among 370,000; P11308; AID 624246; fluorescence polarization, His-ERG Ets domain / labelled DNA; active = well fitted inhibition curve with a large enough effect in the polarisation, with a control signal flat; inconclusive = small, poorly fitted or top-dose-only effect, or effect the other way, or a change in a side signal; inactive = no such curve, though single readings can be large or run the other way; the % refers to the polarisation;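 note: polarization taken with two DNA probes labelled with fluorescein and Texas red; potency is the fitted concentration of half-maximal effect; % of control where 0% means no effect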
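His-tagged ERG Ets domain (1 uM in the protein solution; 300mM KCl, 50mM Tris-HCl, 1mM EDTA, 1mM DTT, pH 7.5) received compound, then a probe mix of 5 nM fluorescein-DNA and 100nM Texas-615-DNA. Fluorescence polarization was read for both dyes.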
GLS inh = glutaminase GLS (human) inhibition; O94925; hit rate 0.21% among 410,000; Potency, µM (series often up to 45.5 µM), for inactives: at the highest dose activity change, negative = inhibition, hits mostly inhibitors; GLS enzymatic activity, qHTS titration; AID 624170; note: potency is the fitted concentration of half-maximal effect; % is set by controls: 0 for no effect and ±100 for the full control effect
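Human kidney-isoform GLS in 45 mM KH2PO4 pH 8.2, 0.02% Tween-20, with compound, started with 1mM L-Glutamine (added stock). Glutamate oxidase/HRP/Amplex red coupled fluorescence read at start and after 30 min at RT.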
HP1b binding inh = HP1-beta chromodomain-methylated histone interaction inhibition; P83916; AlphaScreen HP1-beta / biotin-H3K9me3 peptide binding; Potency, µM (top dose mostly 114 µM), for inactives: at the highest dose activity change, negative = inhibition, usual class: inhibitors; hit rate 0.56% among 390,000; AID 540317; note: potency is the fitted concentration of half-maximal effect; nearly all actives have a fitted effect of over 70% in size; inactives centre near 23
Target sequence (P83916 whole entry, looked up): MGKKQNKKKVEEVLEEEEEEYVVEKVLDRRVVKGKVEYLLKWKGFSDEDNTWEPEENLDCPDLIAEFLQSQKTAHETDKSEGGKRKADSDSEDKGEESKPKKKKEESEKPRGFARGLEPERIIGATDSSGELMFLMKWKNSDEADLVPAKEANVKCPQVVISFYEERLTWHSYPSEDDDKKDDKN
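AlphaScreen: HP1-beta (50 nM) preformed 30 min with biotin-H3(1-18)K9me3 peptide (50 nM) in PBS pH 7.4, 0.01% Tween-20. Compound added for 30 min at RT, then streptavidin donor/nickel chelate acceptor beads (10 ug/mL) for 30 min.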
BAZ2B inh = blocks human BAZ2B | Q9UIF8 | Potency, µM (top dose mostly 114 µM), inactives show at the top dose activity change, negative = inhibition, hits mostly inhibitors | hit rate 4.4% among 360,000 | AlphaScreen BAZ2B-H3K14Ac peptide displacement | AID 504333; note: potency is the fitted concentration of half-maximal effect; % is set by controls: 0 for no effect and ±100 for the full control effect; nearly all actives have a fitted effect of over 60% in size
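AlphaScreen displacement: compounds (up to 110uM) incubated 30 min at room temperature with a preformed 50 nM BAZ2B/50 nM biotinylated H3K14Ac peptide complex in PBS pH 7.4 with Tween-20. Donor and acceptor beads at 10 ug/mL final added, 20 min light-protected before reading.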
Tb PGK inh = inhibitors of T. brucei phosphoglycerate kinase | PGK/GAPDH coupled, Kinase-Glo luminescence, 60 min | Potency, µM (highest dose often 57.5 µM), for the others: at the top dose activity change, negative = inhibition, hits mostly inhibitors | P07378 | hit rate 0.043% among 380,000 | AID 602233; note: potency is the fitted concentration of half-maximal effect; % is set by controls: 0 for no effect and ±100 for the full control effect; nearly all actives have a fitted effect of over 60% in size
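Luminescent ATP detection (Kinase-Glo Plus) follows a 60-minute room-temperature incubation, with wells lacking PGK as controls. Buffer: 100 mM TEA (pH 7.6), 5 mM MgCl2, 0.01% Tween-20. Coupling enzyme GAPDH (100 nM final) supplies unstable 1,3-BPG in-well.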
JMJD2A Tudor inh = inhibitors of human JMJD2A Tudor domain | O75164 | AlphaScreen JMJD2A-Tudor / H3K4me3 peptide binding | Potency, µM (highest dose often 114 µM), without a hit: at the highest dose activity change, negative = inhibition, usual class: inhibitors | hit rate 4.4% among 390,000; note: potency is the fitted concentration of half-maximal effect; % is set by controls: 0 for no effect and ±100 for the full control effect; nearly all actives have a fitted effect of over 50% in size
Pin1 inhibitor = human Pin1 inhibition; Q13526; Pin1 FP peptide displacement, HiFluor488, 10 min; Potency, µM (series often up to 115 µM), for inactives: at the top dose activity, negative = inhibition, usual class: inhibitors; hit rate 0.009% among 390,000; active = well fitted inhibition curve with a large enough effect in the polarisation, with a control signal flat, not every such curve was filed as active; inconclusive = small, poorly fitted or top-dose-only effect, or effect the other way, or a change in a side signal; inactive = no such curve, though single readings can be large or run the other way; the % refers to the polarisation; note: potency is the fitted concentration of half-maximal effect; % is set by controls: 0 for no effect and ±100 for the full control effect
The depositor's hits bear a star; i = inactive; u = inconclusive; x = not tested or not shown; & = joins results of further samples; ! = a repeat was not active; [ ] = remark or other dose. Unless noted, calls come from the whole dose curve; as a rule, active = well fitted curve in the direction sought with a large enough effect; inconclusive = small, poorly fitted or top-dose-only effect, or another doubt; inactive = no such curve, though single readings can be large; an effect the other way counts as inactive or inconclusive. An unsorted share of the library (roughly 11% active in at least one column).

ERG-DNA inh	HP1b binding inh	BAZ2B inh	G9a inh	JMJD2A Tudor inh	Pin1 inhibitor	PI4K2A block	Tb PGK inh	GLS inh	compound
9%	23%	x	x	-26%	11%	1	-3%	-3%	CC(C)(C)OC(=O)NCc1ccc(NC(=O)c2nc[nH]c2C(=O)NCCN(CCNC(=O)c2[nH]cnc2C(=O)Nc2ccc(CNC(=O)OC(C)(C)C)cc2)CCNC(=O)c2[nH]cnc2C(=O)Nc2ccc(CNC(=O)OC(C)(C)C)cc2)cc1
7%	23%	x	x	-21%	-2%	-8	-5%	2%	CCCn1c(SCC(=O)NC(=O)NCc2ccccc2)n[nH]c1=O
-3%	30%	-4%	u	-7%	19%	-4	-5%	4%	O=C(CCl)NCCN1C(=O)S/C(=C\c2cccnc2)C1=O
5%	48%[activator]	x	x	-11%	-1%	-2	-2%	-7%	CS(=O)(=O)c1ccc(-c2sc3ccccc3c2C#CCCO)cc1
-8%	36%	-8%	-27%[59 µM]	-28%	13%	0	-3%	-4%	Cc1ccc(S(=O)(=O)N2CCCC(c3nc4c(nnn4Cc4ccc(OC(F)(F)F)cc4)c(=O)[nH]3)C2)cc1 (stereo not drawn)
3%	8%	-2%	-3%	-21%	-9%	0	i	-8%	CCOc1ccccc1NC(=O)CN(c1ccc(OC)cc1)S(=O)(=O)c1c(C)noc1C
-3%	3%	50µM*	40µM*	-25%	u	-4	-30%	u	CC(C)(C)c1ccc2c(c1)OC(C(=O)N/N=C\c1ccc(-c3cccc(C(=O)O)c3)o1)CO2 (stereo not drawn)
-11%	203%[activator]	40%[activator]	38%[activator]	146%[activator]	6%	0	3%	0%	Cc1cc(Cl)c2cc3ccccc3cc2n1
-2%	206%[activator]	224%[activator]	144%[activator][59 µM]	163%[activator]	0%	1	-1%	4%	Cc1ccccc1OCc1nc(-c2ccccc2)no1
-3%	33%[activator]	u	u	-24%	-1%	-5	-10%	13%	CC[n+]1c(-c2ccccc2)csc1Nc1c(C)n(C)n(-c2ccccc2)c1=O
8%	16µM*	u	8.9µM*	u	-1%	1	i	-15%	Cc1ccc(-n2c(N)c(C(=O)N3CCCCC3)sc2=S)cc1
-8%	8%	7%	16%	-7%	4%	0	-1%	-4%	CCOc1ccc(CCNC(=O)C2CCC(=O)N2CCc2ccccc2)cc1OCC (stereo not drawn)
-1%	12%	u	-38%	0%	5%	5	6%	0%	Nc1ccc(C(=O)OCC(=O)c2cccc([N+](=O)[O-])c2)cc1
-5%	38%	-24%	-7%	-3%	-8%	-1	i	-3%	Cn1nnnc1SCC(=O)N1CCN(S(=O)(=O)c2ccc(Cl)cc2)CC1
3%	27%	2.8µM*	0.56µM*!	4µM*	0%	-8&-2	-4%	3%&-5%	O=C(O)c1ccccn1
-12%	23%	10%	18%	-11%	-2%	-2	-1%	2%	O=C(NCC1CCCN(Cc2ccc3c(c2)OCCO3)C1)c1ccc2c(c1)OCO2 (stereo not drawn)
-9%	24%	-30%	-14%	-36%	0%	-3	-3%	-4%	CC(C)c1ccc(NC(=O)c2cc(S(=O)(=O)N3CCCC3)c[nH]2)cc1
3%	11%	2%	x	-3%	-7%	-3	-8%	-1%	Cc1cc(=O)oc2cc(NC(=O)Cc3ccccc3[N+](=O)[O-])ccc12
10%	11%	-5%	-17%	-20%	2%	-5	-8%	2%	COC(=O)CNC(=O)CSc1nc2sccc2c(=O)n1-c1ccccc1
13%	20%	5%	6%[0.501 µM]	-21%	-4%	2	-1%	-2%	CCO[C@@H]1c2c(ccc3ccc(=O)oc23)OC(C)(C)[C@H]1O
-24%	-6%	x	x	-25%	x	-50*	-6%	23%	CCN(CC)CCCNc1ccc2ncn3c4ccc(O)cc4c(=O)c1c23
-1%	16%	-1%	8%	-10%	4%	2	-10%	11%	COc1cc2c(cc1OC)C(NC(=O)C(F)(F)F)C/C2=N\O (stereo not drawn)
5%	38%	11%	5%[0.501 µM]	5%	1%	-6	-5%	4%	CCOc1ccccc1N1CC(C(=O)Nc2ccc(S(=O)(=O)N3CCCCC3)cc2)CC1=O (stereo not drawn)
u	61%[activator]	u	3.2µM*	28µM*	u	-7	i	-19%	CC1Nc2nc(N(C)C)[nH]c(=O)c2NC1C (stereo not drawn)
-3%	28%	-3%	-44%	-15%	4%	1	i	-9%	CCc1noc(C)c1C(=O)N(C)CC(=O)Nc1ccc(Cl)c(Cl)c1

A few values from the results shown.
CC(C)(C)c1ccc2c(c1)OC(C(=O)N/N=C\c1ccc(-c3cccc(C(=O)O)c3)o1)CO2 (stereo not drawn) | G9a inh: 40µM*
Cc1cc(Cl)c2cc3ccccc3cc2n1 | PI4K2A block: 0
Cn1nnnc1SCC(=O)N1CCN(S(=O)(=O)c2ccc(Cl)cc2)CC1 | Pin1 inhibitor: -8%

An excerpt from above in order of molecular weight, high to low.
ERG-DNA inh	HP1b binding inh	BAZ2B inh	G9a inh	JMJD2A Tudor inh	Pin1 inhibitor	PI4K2A block	Tb PGK inh	GLS inh	compound
7%	23%	x	x	-21%	-2%	-8	-5%	2%	CCCn1c(SCC(=O)NC(=O)NCc2ccccc2)n[nH]c1=O
8%	16µM*	u	8.9µM*	u	-1%	1	i	-15%	Cc1ccc(-n2c(N)c(C(=O)N3CCCCC3)sc2=S)cc1
-11%	203%[activator]	40%[activator]	38%[activator]	146%[activator]	6%	0	3%	0%	Cc1cc(Cl)c2cc3ccccc3cc2n1

Additional entries.
ERG-DNA inh	HP1b binding inh	BAZ2B inh	G9a inh	JMJD2A Tudor inh	Pin1 inhibitor	PI4K2A block	Tb PGK inh	GLS inh	compound
6%	11%	-11%	u	-22%	12%	-2	-9%	8%	Cn1c(SCC(=O)c2ccc3c(c2)Cc2ccccc2-3)nnc1-c1cccc(N)c1
3%	-4%	x	x	u	5%	1	i	1%	COc1ccccc1NC(=O)/C(N=Nc1ccc(C)c(S(=O)(=O)Nc2ccccc2Cl)c1)=C(\C)O
-12%	43%[activator]	-19%	-2%	5%	-2%	-4	-9%	0%	N#Cc1ccc(-c2cccnc2)nc1SCC(N)=O
4%	38%	-5%	25%[12.7 µM]	-12%	13%	8	-10%	10%	O=C(N/N=C/c1cccs1)c1ccc2ncccc2c1
8%	-23%	7%	36%[activator]	-23%	0%	6	-2%	-17%	CC(OC(=O)c1ccco1)C(=O)NC1CCCC1 (stereo not drawn)
15%	11%	7%	9%	-2%	0%	-2	i	7%	O=C(Nc1ccccc1N1CCOCC1)c1cc2c(s1)CCCCC2
-2%	3%	2%	10%[59 µM]	-19%	1%	1	6%	8%	O=C(CCSCc1ccc(Cl)cc1)NCc1cccs1
-11%	43%[activator]	-28%	u	3%	1%	1	-9%	-6%	CCCCc1nc(SCC(=O)Nc2nnc(CCCC)s2)n[nH]1
0%	-10%	-19%	24%	u	-2%	1	-5%	14%	O=C(NC1CCCCC1)C(c1ccccn1)N(C(=O)c1csnn1)C1CC1 (stereo not drawn)
2%	9%	0%	x	-9%	-11%	-4	0%	7%	N/C(=N\OC(=O)C12CC3CC(CC(C3)C1)C2)c1ccncc1
-2%	9%	12%	-1%[59 µM]	13%	-10%	-1	i	7%	CCOc1ccc2c(=O)c(Oc3ccccc3OCC)coc2c1
21%	-3%[57 µM]	u	8%	u	u	-14	i	66%[activator]	COc1ccc(-n2c(C)cc(/C=C3\C(=N)N4N=C(CC(=O)N5CCOCC5)SC4=NC3=O)c2C)c(OC)c1
1%	19%	8%[57.1 µM]	-8%[59 µM]	-6%	0%	2	-3%	2%	COc1ccc(-n2ncc(C(=O)N3CCN(c4ccccn4)CC3)c2C2CCN(C(=O)OC(C)(C)C)CC2)cc1
12%	26%	-7%	6%	-18%	2%	4	3%	6%	N#Cc1ccc(-c2nc3cc(Cl)ccc3c(=O)n2O)cc1
3%	8%	u	x	-33%	11%	11	-1%	17%	CCOc1ccc(CN2CCN(Cc3cc4ccccc4[nH]3)CC2CCO)cc1 (stereo not drawn)
-5%	33%	10%	11%	-13%	6%	-4	3%	0%	CCOC(=O)N1CCC(NC(=O)c2cc3c(C)nc4ccccc4c3o2)CC1
3%	23%	3%	8.9µM*	4µM*	-1%	3	-1%	-23%	S=c1[nH]nc(Cc2ccccc2)n1-c1ccccc1

Entries of single compounds as entered above. Values in the order: ERG-DNA inh | HP1b binding inh | BAZ2B inh | G9a inh | JMJD2A Tudor inh | Pin1 inhibitor | PI4K2A block | Tb PGK inh | GLS inh
COc1ccc(-n2ncc(C(=O)N3CCN(c4ccccn4)CC3)c2C2CCN(C(=O)OC(C)(C)C)CC2)cc1 is entered as 1% | 19% | 8%[57.1 µM] | -8%[59 µM] | -6% | 0% | 2 | -3% | 2%
CCOc1ccc(CN2CCN(Cc3cc4ccccc4[nH]3)CC2CCO)cc1 (stereo not drawn) is entered as 3% | 8% | u | x | -33% | 11% | 11 | -1% | 17%
N#Cc1ccc(-c2cccnc2)nc1SCC(N)=O is entered as -12% | 43%[activator] | -19% | -2% | 5% | -2% | -4 | -9% | 0%

Screening results deposited in PubChem by National Center for Advancing Translational Sciences (NCATS).
